TbPYK inhibitor = inhibitors of Trypanosoma brucei pyruvate kinase | Q57TT1 | TbPYK enzyme, Kinase-Glo Plus ATP luminescence, 45 min | Potency, µM (doses to about 76.8 µM), for inactives: top-dose activity, negative = inhibition, usual class: inhibitors | 410,000 compounds, 0.12% hits; note: nearly all actives have a fitted effect of over 50% in size
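Glycolytic pyruvate kinase of T. brucei was incubated with substrate, test compound and 130 uM ADP for 45 minutes at room temperature. Luminescent Kinase-Glo Plus signal was measured after 10 minutes.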
AmpC no deterg = blocks E. coli AmpC beta-lactamase in detergent-free assay; AmpC nitrocefin hydrolysis, absorbance 480 nm, 0.0001% Triton; 330,000 compounds, 0.52% hits; P00811; Potency, µM (titrated, usually from 57.1 µM), inactives show at the top dose activity change, negative = inhibition, hits mostly inhibitors;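 note: plate controls were no compound for no effect and no enzyme for full effect; nearly all actives have a fitted effect of over 20% in size; some results filed as inactive show a strong effect at the top dose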
Target sequence (P00811 whole entry, looked up): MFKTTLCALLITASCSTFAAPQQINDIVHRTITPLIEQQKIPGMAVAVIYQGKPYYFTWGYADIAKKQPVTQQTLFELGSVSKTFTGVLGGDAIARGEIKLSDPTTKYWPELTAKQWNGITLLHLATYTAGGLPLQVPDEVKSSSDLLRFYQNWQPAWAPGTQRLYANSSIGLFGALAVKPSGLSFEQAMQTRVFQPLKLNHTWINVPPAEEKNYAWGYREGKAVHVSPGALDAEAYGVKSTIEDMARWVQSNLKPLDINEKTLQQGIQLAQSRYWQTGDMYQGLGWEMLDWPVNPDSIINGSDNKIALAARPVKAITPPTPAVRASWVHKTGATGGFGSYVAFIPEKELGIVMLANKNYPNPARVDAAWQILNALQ
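20 mM phosphate pH 7.0 + 0.01% (detergent screen) or 0.0001% Triton X-100; 5.3 nM AmpC reagent; cpd preinc 15 min RT; nitrocefin (800 uM stock) to start; A480 q20 s × 4 min; Activity was normalised to no-enzyme and no-compound control wells.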
Numbers without * were called inactive; [ ] = dose if it differs, or a comment. Calls come from the whole dose curve; as a rule, active = well fitted curve in the direction sought with a large enough effect; inconclusive = small, poorly fitted or top-dose-only effect, or another doubt; inactive = no such curve, though single readings can be large; an effect the other way counts as inactive or inconclusive. Unless noted, % is set by controls: 0 for no effect and ±100 for the full control effect; potency is the fitted concentration of half-maximal effect. A portion of the library; count on the stated rates, not on these rows.

SMILES	TbPYK inhibitor	AmpC no deterg
Cc1noc(C)c1C(=O)OCC(=O)NCCc1ccc(S(N)(=O)=O)cc1	-2%	-23%
COc1ccc(CNCCS(=O)(=O)NC2CCCC2)cc1	6%	-12%
Cc1ccc(C)c(N2CCN(C(=O)CCc3nc(-c4ccccc4F)no3)CC2)c1	-3%	35%
Cc1cccc(NS(=O)(=O)c2ccc(C)c(C(=O)NCc3cccnc3)c2)c1	5%	-15%
O=C1CCCC/C=C\C[C@H](CC(=O)N(CCO)Cc2ccccc2)C(=O)NC[C@H](c2ccccc2)O1	2%	134%[activator]
CC(C)(C)OC(=O)C[C@@H]1C/C=C\C[C@@H](CC(=O)NCCO)C(=O)N[C@H](Cc2c[nH]c3ccccc23)COC1=O	-5%	147%[activator]
OC(c1ccccc1)(c1ccccc1)C1CCN(C(=S)Nc2ccc(F)cc2)CC1	2%	-20%
COC(=O)[C@]1(C)N[C@H](CN(C)C(=O)Nc2ccccc2)[C@@H]2C(=O)N(C)C(=O)[C@@H]21	6%	-31%
O=C(O)c1cccc(S(=O)(=O)NCC2COc3ccccc3O2)c1 (stereo not drawn)	1%	-28%
C[C@@H]1COC(=O)[C@@H](CC(=O)OC(C)(C)C)C/C=C\C[C@H](CC(=O)N(CCO)Cc2ccccc2)C(=O)N1	-9%	159%[activator]
CCN(CC)S(=O)(=O)c1ccc(Cl)c(NC(=O)COC(=O)c2nc3nc(C)cc(C)n3n2)c1	1%	105%[activator]
CC(C)NC(=O)N(C)C[C@H]1Oc2c(NS(=O)(=O)c3cn(C)cn3)cccc2C(=O)N([C@H](C)CO)C[C@@H]1C	0%	-18%
CC(=O)c1cccc(NC(=O)COC(=O)CCC(=O)c2ccc(F)cc2)c1	9%	-6%
Oc1ccc2c3c1OC1c4[nH]c5ccccc5c4C[C@@]4(O)C(C2)N(CC2CC2)CC[C@]314 (stereo partly drawn)	3%	-17%
CN(C(=O)CSc1nnc2n1CCCCC2)C1(C#N)CCCCC1	-5%	-5%
O=C(CCNC(=O)c1ccccc1)Nc1ccc(S(=O)(=O)Nc2ncccn2)cc1	6%	0%
COc1ccc([C@@H]2CC=C(C(=O)O)[C@H](c3ccc(C(C)(C)C)cc3)N2S(=O)(=O)c2ccc(C)cc2)cc1OC	-7%	-33%
COc1ccccc1NC(=O)COC(=O)c1ccc2ccccc2n1	4%	-3%
O=C(CN1C(=O)NC2(CCOc3ccccc32)C1=O)NCCc1ccc(F)cc1 (stereo not drawn)	2%	-5%
Cc1ccc(C(=O)NC(C)CCc2ccccc2)cc1S(=O)(=O)N1CCOCC1 (stereo not drawn)	5%	52%
CCOC(=O)N1CCN(c2ccc(S(=O)(=O)N3CCOCC3)cn2)CC1	0%	-3%
COCCn1c(SCC(=O)NC(=O)NC2CCCCC2)nc2ccccc2c1=O	3%	6%
CCCCN1CC(COCc2ccccc2)Oc2ccccc2S1(=O)=O (stereo not drawn)	0%	-32%
CCC(=O)c1ccc(OCC(=O)NC2CCN(Cc3ccccc3)CC2)cc1	-1%	-2%
COC(=O)c1ccc(/C=C/C(=O)OCC(=O)Nc2sccc2C(N)=O)cc1	5%	-42%
C[C@]12CCC3C(CC[C@H]4C[C@@H](O)CC[C@]34C)[C@H]1CC[C@H]2O (stereo partly drawn)	7%	-29%
CN(C)CCCNC(=O)C[C@H]1C[C@H](C(=O)N2CCOCC2)[C@@]2(CCC3CCCC3)c3[nH]c4cc(CCC(=O)N(C)C)ccc4c3CCN2C1=O	0%	187%[activator]
CSc1ncccc1C(=O)OCC(=O)NC1CCCc2ccccc21 (stereo not drawn)	4%	-14%
CC(C)Cn1c(SCC(=O)O)nnc1-c1cccc(S(=O)(=O)N2CCOCC2)c1	-11%	-9%
O=c1oc([C@@H](O)c2ccccc2)cc2ccccc12	-4%	-13%
COc1ccc(OC)c(NC(=O)COC(=O)CC2CCCCC2)c1	-16%	-14%
CCOC(=O)[C@H]1[C@H]2COc3ccc(Br)cc3[C@@H]2N2C(=O)c3c(C)cc(C)cc3NC(=O)[C@@]12C	-8%	-1%
O=C(NNC(=O)c1ccc([N+](=O)[O-])cc1)c1ccc(NS(=O)(=O)c2cccs2)cc1	-9%	-31%
CC(C)=CCC[C@](C)(O[C@@H]1O[C@H](CO[C@@H]2OC[C@@H](O)[C@H](O)[C@H]2O)[C@@H](O)[C@H](O)[C@H]1O)C1CC[C@]2(C)C1[C@H](O)CC1[C@@]3(C)CC[C@H](O[C@@H]4O[C@H](CO)[C@@H](O)[C@H](O)[C@H]4O)C(C)(C)C3CC[C@]12C (stereo partly drawn)	-1%	349%[activator]
COc1cc(OC)cc(-c2c(-c3cccs3)c3cc(-c4ccc(C(N)=O)cc4)ccc3n2C)c1	-9%	-19%
Cn1nnnc1SCC(=O)N1N=C(c2cccs2)CC1c1cccs1 (stereo not drawn)	2%	-15%
O=C(Nc1cccc(S(=O)(=O)N2CCCCC2)c1)c1cc(=O)[nH]c2ccccc12	0%	-37%
C[C@]12c3[nH]c4ccccc4c3CCN1C(=O)C(CC(=O)NCC13CC4CC(CC(C4)C1)C3)C[C@@H]2C(=O)N1CCCCC1 (stereo partly drawn)	-3%	237%[activator]
O=C(/C=C/c1cccc(F)c1)Nc1cc(S(=O)(=O)N2CCOCC2)ccc1Cl	-1%	-26%
CC(C)(C)OC(=O)N1CCCC(C(=O)Nc2cccc(C(=O)N3CCCC3)c2)C1 (stereo not drawn)	-8%	31%
COc1cc(OC)cc(C(=O)N[C@H](C(=O)NC2=NCCS2)C(C)C)c1	2%	-20%
COc1ccc(Cl)cc1C(=O)NNC(=O)CSc1nncn1C	-1%	-11%
CC(C)[C@H](NS(=O)(=O)c1ccccc1)C(=O)OCC(=O)Nc1cccc(S(N)(=O)=O)c1	-1%	-35%
O=C(COc1ccc(F)cc1Br)NCC1COc2ccccc2O1 (stereo not drawn)	0%	52%
Cc1[nH]c(SCC(=O)Nc2cc(C(N)=O)cc(C(N)=O)c2)nc1Cc1ccccc1	1%	-29%
C[C@H](CO)N1C[C@H](C)[C@@H](CN(C)S(=O)(=O)c2ccc(F)cc2)Oc2ccc(NC(=O)NC3CCCCC3)cc2C1=O	2%	163%[activator]
Cc1nc(SCc2nc3ccc(C(F)(F)F)cc3[nH]2)c2oc3ccccc3c2n1	0%	-8%
O=C(COC(=O)c1ccc(OC(F)F)cc1)NCc1cccs1	15%	-14%
O=C(CC1C[C@H](C(=O)N2CCCCC2)[C@@]2(CCc3ccccc3)c3[nH]c4ccccc4c3CCN2C1=O)NCc1cccc(C(F)(F)F)c1 (stereo partly drawn)	-26%	6%
CC1CCCC(C)N1C(=O)COC(=O)CCC(=O)c1ccc(F)cc1 (stereo not drawn)	2%	9%
CCN(CC(=O)NCc1cccs1)C(=O)Cc1ccc(Cl)c(Cl)c1	-2%	17%
C[C@H]1COC(=O)[C@H](Cc2ccc(F)cc2)C/C=C\C[C@@H](CC(=O)NCCO)C(=O)N1	-3%	1%
C[C@@H]1CN([C@H](C)CO)C(=O)c2cc(NC(=O)C3CCCCC3)ccc2O[C@@H]1CN(C)Cc1ccc(C(F)(F)F)cc1	0%	238%[activator]
Cc1c(Cl)cccc1NC(=O)CNC(=O)c1ccc2c(c1)OCCO2	4%	-25%
CCN(CC)C(=O)[C@H]1CC(CC(=O)NCCCN(C)C)C(=O)N2CCc3c([nH]c4ccc(OC)cc34)[C@]12C (stereo partly drawn)	-3%	12%
CCN(c1ccccc1)S(=O)(=O)c1ccc2c(c1)OCCO2	3%	-15%
CC(C)C[C@@H]1CN=C(N)N1C[C@@H]1CCCN1C[C@H](C)N1C[C@@H](Cc2ccccc2)N(CCc2ccc(Cl)c(Cl)c2)C1=N	-8%	34%
CCCCN1C(=N)N([C@@H](C)CN2CCC[C@H]2CN2C(N)=NC[C@H]2CC(C)C)C[C@H]1[C@H](C)CC	-6%	21%
O=C1Cc2cc(S(=O)(=O)N3CCNCC3)ccc2N1	-5%	2%
C[C@]12CCC3C(CC[C@H]4C[C@H](O)CC[C@]34C)C1CCC2=O (stereo partly drawn)	-1%	-3%
Additional entries follow.
SMILES	TbPYK inhibitor	AmpC no deterg
CC(C)(C)OC(=O)C[C@H]1C/C=C\C[C@H](CC(=O)NCCO)C(=O)NCCOC1=O	1%	-11%
O=C(CNC(=O)c1ccc2c(c1)OCO2)NCCOc1ccc(Cl)cc1	-2%	-6%
C=CC[C@@H](CC(=O)N(CCO)Cc1ccccc1)C(=O)N[C@@H](COC(=O)[C@H](CC=C)CC(=O)OC(C)(C)C)Cc1c[nH]c2ccccc12	-9%	107%[activator]
C[C@]12CC[C@H](O)CC1=C([N+](=O)[O-])CC1C2CC[C@@]2(C)C1CC[C@@H]2O (stereo partly drawn)	0%	-10%
COCCn1c(SCC(=O)NCCCN2CCCC2=O)nc2ccccc2c1=O	1%	-1%
O=C(COC(=O)c1ccccc1Br)NCC1CCCCC1	2%	2%
C[C@@H]1COC(=O)[C@H](NC(=O)OCC2c3ccccc3-c3ccccc32)C/C=C\C[C@@H](CC(=O)N(CCO)Cc2ccccc2)C(=O)N1	-7%	221%[activator]
COc1cc2cnc(-c3cccnc3)cc2cc1OC	-9%	-10%
O=C(COC(=O)CCSc1ccccc1)Nc1ccccc1	-7%	-20%
O=C(O)COc1ccccc1C=NNc1ccc([N+](=O)[O-])cc1S(=O)(=O)Nc1ccc(Cl)cc1	3%	-31%
COc1ccc(OCC(=O)N2c3ccccc3CC2C)c([N+](=O)[O-])c1 (stereo not drawn)	-3%	-26%
CC(C)(C)OC(=O)[C@H](CCCCN)NC(=O)c1nc[nH]c1C(=O)N[C@@H](CCCCN)C(=O)OC(C)(C)C	0%	18%

In another format: 13 of the compounds above.
The line under a structure holds: TbPYK inhibitor | AmpC no deterg
- COCCn1c(SCC(=O)NC(=O)NC2CCCCC2)nc2ccccc2c1=O
    3% | 6%
- CCCCN1CC(COCc2ccccc2)Oc2ccccc2S1(=O)=O (stereo not drawn)
    0% | -32%
- CCC(=O)c1ccc(OCC(=O)NC2CCN(Cc3ccccc3)CC2)cc1
    -1% | -2%
- COC(=O)c1ccc(/C=C/C(=O)OCC(=O)Nc2sccc2C(N)=O)cc1
    5% | -42%
- C[C@]12CCC3C(CC[C@H]4C[C@@H](O)CC[C@]34C)[C@H]1CC[C@H]2O (stereo partly drawn)
    7% | -29%
- CN(C)CCCNC(=O)C[C@H]1C[C@H](C(=O)N2CCOCC2)[C@@]2(CCC3CCCC3)c3[nH]c4cc(CCC(=O)N(C)C)ccc4c3CCN2C1=O
    0% | 187%[activator]
- CSc1ncccc1C(=O)OCC(=O)NC1CCCc2ccccc21 (stereo not drawn)
    4% | -14%
- CC(C)Cn1c(SCC(=O)O)nnc1-c1cccc(S(=O)(=O)N2CCOCC2)c1
    -11% | -9%
- O=c1oc([C@@H](O)c2ccccc2)cc2ccccc12
    -4% | -13%
- COc1ccc(OC)c(NC(=O)COC(=O)CC2CCCCC2)c1
    -16% | -14%
- CCOC(=O)[C@H]1[C@H]2COc3ccc(Br)cc3[C@@H]2N2C(=O)c3c(C)cc(C)cc3NC(=O)[C@@]12C
    -8% | -1%
- O=C(NNC(=O)c1ccc([N+](=O)[O-])cc1)c1ccc(NS(=O)(=O)c2cccs2)cc1
    -9% | -31%
- CC(C)=CCC[C@](C)(O[C@@H]1O[C@H](CO[C@@H]2OC[C@@H](O)[C@H](O)[C@H]2O)[C@@H](O)[C@H](O)[C@H]1O)C1CC[C@]2(C)C1[C@H](O)CC1[C@@]3(C)CC[C@H](O[C@@H]4O[C@H](CO)[C@@H](O)[C@H](O)[C@H]4O)C(C)(C)C3CC[C@]12C (stereo partly drawn)
    -1% | 349%[activator]

More results
SMILES	TbPYK inhibitor	AmpC no deterg
CC(=O)c1ccc(OC(=O)CCNC(=O)c2ccccc2)cc1	1%	-17%
O=C(CC(O)CCc1ccccc1)c1ccc(O)cc1 (stereo not drawn)	-7%	-23%
O=C(CNC(=O)c1ccccc1F)NCc1ccncc1	-10%	-4%
CCN(C(=O)COC(=O)c1ccc2c(c1)OCO2)c1ccccc1	0%	8%
Cc1ccccc1NC(=O)COC(=O)[C@@H]1CCCN1C(=O)c1cccs1	2%	-5%
CC(=O)N1CCN(C(=O)COC(=O)c2ccc(S(C)(=O)=O)cc2)CC1	-4%	0%
CCN(C[C@H]1N[C@@](CC)(C(=O)OC)[C@H]2C(=O)N(C)C(=O)[C@@H]12)C(=O)COc1ccccc1	1%	0%
C=CC[C@@H](Cc1ccc(F)cc1)C(=O)OC[C@@H]1CCCN1C(=O)[C@@H](CC=C)CC(=O)NCCO	2%	216%[activator]
O=C(COc1ncnc2ccccc12)NC1CCCCC1	-8%	-9%
CCN(C[C@H]1N[C@@](C)(C(=O)OC)[C@H]2C(=O)N(Cc3ccccc3)C(=O)[C@@H]12)C(=O)c1ccc(C)cc1	2%	105%[activator]
Cc1ccc(OCC(=O)N2CC(C)CC(C)C2)c([N+](=O)[O-])n1 (stereo not drawn)	0%	-19%
Cc1cc(C)cc(OCC(=O)OCC(=O)Nc2cc(S(=O)(=O)N3CCOCC3)ccc2Cl)c1	2%	23%
C[C@H](CO)N1C[C@H](C)[C@@H](CN(C)C(=O)Nc2ccccc2)Oc2c(NC(=O)Cc3ccccc3)cccc2C1=O	-3%	24%
C#CCOCCOCCOCCNc1nc(N2CCN(C(=O)C([C@@H](C)O)n3cc([C@@H](N)CCCCN)nn3)CC2)nc(N2CCN(C(=O)[C@H](CCC(=O)O)n3cc([C@@H](N)[C@H](C)CC)nn3)CC2)n1 (stereo partly drawn)	9%	156%[activator]
